High-throughput results (PubChem)
Eya2 inh – qHTS Assay for Inhibitors of the Phosphatase Activity of Eya2; AID 488837, 2010; recombinant Eya2, OMFP fluorescence dephosphorylation (OMFP is methylfluorescein phosphate); hit rate 0.006% among 330,000; Potency, µM (top dose mostly 76.9 µM), without a hit: top-dose activity, negative = inhibition, most hits filed as inhibitors; Protein phosphatase EYA2 (Homo sapiens), O00167; note: potency is the fitted concentration of half-maximal effect; % is set by controls: 0 for no effect and ±100 for the full control effect
Target sequence (O00167 whole entry, looked up): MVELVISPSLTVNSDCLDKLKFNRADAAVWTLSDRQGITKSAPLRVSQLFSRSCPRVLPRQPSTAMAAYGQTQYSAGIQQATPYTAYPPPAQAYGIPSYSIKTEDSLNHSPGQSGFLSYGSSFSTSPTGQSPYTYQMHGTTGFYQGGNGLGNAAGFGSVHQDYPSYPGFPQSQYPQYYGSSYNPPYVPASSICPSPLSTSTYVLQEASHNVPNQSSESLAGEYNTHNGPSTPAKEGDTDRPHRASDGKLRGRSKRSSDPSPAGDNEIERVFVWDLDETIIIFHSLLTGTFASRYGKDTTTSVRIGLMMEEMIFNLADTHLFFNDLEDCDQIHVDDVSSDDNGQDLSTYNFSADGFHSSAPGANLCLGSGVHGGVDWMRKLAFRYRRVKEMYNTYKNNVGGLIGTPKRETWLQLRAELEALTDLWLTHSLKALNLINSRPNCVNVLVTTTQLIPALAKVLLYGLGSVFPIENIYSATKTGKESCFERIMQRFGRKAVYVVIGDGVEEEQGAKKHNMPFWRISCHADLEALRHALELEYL
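Eya2 protein (added as 0.2 uM solution) was preincubated with compound for 10 min at ambient temperature in 50 mM HEPES pH 7.5, 50 mM NaCl, 5 uM MgCl2, 0.05% BSA, 1 mM DTT. OMFP (added at 50 uM) then reacted 10 min; fluorescence read at 485/525 nm.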
TSHR antagonist – Antagonists of the Thyroid Stimulating Hormone Receptor: HTS campaign; activity change, negative = inhibition, % at 11.5 µM; AID 504810, 2011; TSHR-expressing cells, TSH-stimulated cAMP HTRF, 2 h; stronger effect = lower value; Thyrotropin receptor (Homo sapiens), P16473; hit rate 0.2% among 330,000;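 active = activity change below a set negative limit, meaning inhibition stronger than a set level, cut at about -70% in these data; inconclusive = activity change between two set negative limits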; note: % is set by controls: 0 for no effect and ±100 for the full control effect
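TSHR-expressing cells, 200/well, pre-treated with compound, then stimulated with EC80 TSH (4nM final) for 2 hours at 37 deg C. cAMP measured by competitive HTRF: anti-cAMP cryptate antibody in lysis buffer plus cAMP-d2, read after 30 minutes at room temperature.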
BCR signal inh – qHTS Assay to Find Inhibitors of Chronic Active B-Cell Receptor Signaling; Potency, µM (doses to about 46.1 µM), for the others: at the highest dose ratio change, negative = lower green/red ratio, usual class: inhibitors; hit rate 0.05% among 340,000; ABC-DLBCL IkBa-CBG/CBR reporter, luminescence ratio, 4 h; active = well fitted inhibition curve with a large enough effect in the signal ratio, with a control signal flat, not every such curve was filed as active; inconclusive = small, poorly fitted or top-dose-only effect, or effect the other way, or a change in a side signal; the % refers to the signal ratio;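 note: potency is the fitted concentration of half-maximal effect; plate controls were basal doxycycline-induced cells for no effect and cells given 10 µM MG132 for full effect; MG132 reads +100%, hits lower the ratio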
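Compounds up to 46 uM were incubated four hours with TMD8 cells whose green CBG68 luciferase is fused to IkappaBalpha; red CBR luminescence normalised the signal, and concentration-effect curves were fitted to fusion, red and ratio data.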
TSG101-PTAP inh – qHTS Assay for Iinhibitors of HIV-1 Budding by Blocking the Interaction of PTAP/TSG101. Fluorescence polarization, FITC-PTAP peptide / Tsg101 binding. Potency, µM (series often up to 115 µM), for the others: at the top dose activity change, negative = inhibition, usual class: inhibitors. 340,000 tested, under 10 active. Tumor susceptibility gene 101 protein (Homo sapiens), Q99816. AID 493005, 2010; active = well fitted inhibition curve with a large enough effect in the main read-out, with a control signal flat, not every such curve was filed as active; inconclusive = small, poorly fitted or top-dose-only effect, or effect the other way, or a change in a side signal; inactive = no such curve, though single readings can be large or run the other way; note: potency is the fitted concentration of half-maximal effect; % of control where 0% means no effect
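FP read-out: FITC-PTAP peptide, 50 nM final, binding Tsg101 binding domain, 10 uM final; 20 min, r.t.; 10 mM HEPES pH 7.5, 0.15 M NaCl, 0.01% Tween 20, 3 mM EDTA, 0.1 mM TCEP.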
ELG1 repair inh – qHTS screen for small molecules that inhibit ELG1-dependent DNA repair in human embryonic kidney (HEK293T) cells expressing luciferase-tagged ELG1; HEK293T ELG1-luciferase reporter, luminescence, 16 h; DNA damage induced by 5-fluorouridine; hit rate 2.3% among 330,000; Potency, µM (doses to about 46.1 µM), for inactives: at the highest dose activity change, negative = inhibition, hits mostly inhibitors; note: potency is the fitted concentration of half-maximal effect; % is set by controls: 0 for no effect and ±100 for the full control effect; nearly all actives have a fitted effect of over 55% in size
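In this reporter screen, reduction of luminescence relative to DMSO vehicle indicated activity. Compounds and 5-fluorouridine were added together to 2,000 cells per well, incubated for 16 hr at 37 °C, then developed with ONE-Glo.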
Mito fusion yeast – qHTS Assay for Small Molecule Inhibitors of Mitochondrial Division or Activators of Mitochondrial Fusion; S. cerevisiae fusion-defective mutant growth rescue, CellTiterGlo 48 h; Potency, µM (titrated, usually from 46.1 µM), without a hit: top-dose growth rescue (activation), hits mostly activators; hit rate 0.23% among 320,000;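 note: potency is the fitted concentration of half-maximal effect; % of control where 0% means no effect; nearly all actives have a fitted effect of over 45% in size; temperature-sensitive fusion mutants such as fzo1-1 at 37 °C on non-fermentable ethanol glycerol medium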
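Read-out: ATP-based luminescence (CellTiterGlo, 10 min ambient) reporting growth of fusion-defective ts yeast after 48 hours at 37C on glycerol/ethanol YPEG medium in the presence of compound.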
S-ASM inh – Inhibitors of Secretory Acid Sphingomyelinase (S-ASM): qHTS; placental ASM, HMU-PC fluorogenic substrate, 60 min; AID 504937, 2011; Potency, µM (highest dose often 57.5 µM), inactives show top-dose activity change, negative = inhibition, actives largely listed as inhibitors; hit rate 0.006% among 340,000; note: potency is the fitted concentration of half-maximal effect
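Fluorescence read-out (Ex 386 nm, Em 447 nm) after stopping the reaction at pH 10. Enzyme: ASM from human placenta; substrate HMU-PC0, 9 uM final; 60 min, 37 °C. Compound preincubation 10 min, ambient temperature.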
TCR activator – Activators of T cell receptors: qHTS campaign; primary human leukocytes, anti-CD3, IL-2 HTRF, 48 h; Potency, µM (doses to about 9.22 µM), for the others: at the top dose activation of IL-2 secretion, actives largely listed as activators; 330,000 tested, under 10 active; AID 504894, 2011; note: % of control where 0% means no effect
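Activity was scored as IL-2 release from primary human leukocytes given only a TCR signal (a-CD3 beads) plus compound for 48 hr. Detection used a two-antibody HTRF format read at 665nm.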
a7 integrin act – qHTS for Activators of Integrin-Mediated Alleviation for Muscular Dystrophy | alpha7betagal myoblasts, beta-gal FDG fluorescence, 48 h | hit rate 0.064% among 350,000 | Potency, µM (top dose mostly 38.3 µM), inactives show top-dose activation, most hits filed as activators;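 note: potency is the fitted concentration of half-maximal effect; 100% = response of the positive control SU9516; nearly all actives have a fitted effect of over 60% in size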
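alpha7betagal+/- myoblasts (passage 13, 250/well) treated 48 h at 37C with compounds at 1:260 dilution of DMSO stock. Lysed, then beta-galactosidase activity read as FDG fluorescence (ex 480/em 540) after 30 min, with pre-read for autofluorescence.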
A-T KAP1 phos – qHTS Assay for Identifying a Potential Treatment of Ataxia-Telangiectasia; Potency, µM (highest dose often 57.5 µM), without a hit: at the highest dose activation, actives largely listed as activators; hit rate 0.19% among 320,000; AID 485349, 2010; […] A-T fibroblasts, KAP-1 phosphorylation AlphaLISA; neocarzinostatin DNA damage 30 min before lysis; note: potency is the fitted concentration of half-maximal effect; % of control where 0% means no effect; nearly all actives have a fitted effect of over 45% in size
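ATM-like activity read as KAP-1 phosphorylation via AlphaLISA donor/acceptor antibody pairs after lysis and 6 hr at 25C. Cells were ATM-null patient fibroblasts ([…], hTERT), dosed 60 min, then exposed to the DSB inducer NCS for 30 min.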
Tb PFK inh – qHTS Assay to Find Inhibitors of T. brucei phosphofructokinase | ATP-dependent 6-phosphofructokinase (Trypanosoma brucei brucei), O15648 | T. brucei PFK, ADP-Glo luminescence | Potency, µM (doses to about 57.5 µM), for the others: top-dose activity, negative = inhibition, hits mostly inhibitors | hit rate 0.17% among 330,000 | AID 485367, 2010;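 note: potency is the fitted concentration of half-maximal effect; 0% = uninhibited 1x PFK enzyme wells and -100% = no-enzyme wells; nearly all actives have a fitted effect of over 60% in size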
Target sequence (O15648 whole entry, looked up): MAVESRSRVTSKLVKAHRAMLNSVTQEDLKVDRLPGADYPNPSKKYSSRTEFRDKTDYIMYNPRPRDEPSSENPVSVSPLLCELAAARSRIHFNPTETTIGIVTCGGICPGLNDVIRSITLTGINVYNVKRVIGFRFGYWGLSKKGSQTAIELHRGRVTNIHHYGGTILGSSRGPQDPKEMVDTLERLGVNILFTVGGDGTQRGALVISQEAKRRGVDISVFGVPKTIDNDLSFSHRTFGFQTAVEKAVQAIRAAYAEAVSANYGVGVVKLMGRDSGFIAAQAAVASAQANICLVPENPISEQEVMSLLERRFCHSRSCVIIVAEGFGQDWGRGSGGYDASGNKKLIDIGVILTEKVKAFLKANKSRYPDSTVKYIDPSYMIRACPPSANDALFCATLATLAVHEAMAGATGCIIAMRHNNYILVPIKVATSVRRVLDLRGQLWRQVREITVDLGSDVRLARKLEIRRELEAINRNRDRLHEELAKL
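1.25 nM PFK with 0.5 mM F6P and 0.1 mM ATP in 0.1 M TEA pH 8.0, 5 mM MgCl2, incubated 45 min at room temperature; ADP measured by ADP-Glo luminescence; compounds titrated up to 57 uM.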
An asterisk follows results filed as active; [ ] = remark or other dose. Unless noted, calls come from the whole dose curve; as a rule, active = well fitted curve in the direction sought with a large enough effect; inconclusive = small, poorly fitted or top-dose-only effect, or another doubt; inactive = no such curve, though single readings can be large; an effect the other way counts as inactive or inconclusive.

For COc1ccc(NC(=O)N(C)C[C@H]2Oc3c(NC(=O)c4ccncc4)cccc3C(=O)N([C@H](C)CO)C[C@@H]2C)cc1 the results were Eya2 inh 13%, TSHR antagonist 1, BCR signal inh inconclusive, TSG101-PTAP inh -2%, ELG1 repair inh 15%, S-ASM inh 3%, TCR activator 12%, a7 integrin act 0%, A-T KAP1 phos -2% and Tb PFK inh 2%.
`Cc1ccc2nc(C)cc(C(=O)N3CCCC(N4CCN(c5ccccc5C)CC4)C3)c2c1` (configuration not stated) gave Eya2 inh -5%, TSHR antagonist -4, BCR signal inh 0%, TSG101-PTAP inh 5%, ELG1 repair inh -28%, Mito fusion yeast -7%, S-ASM inh 3%, TCR activator -2%, a7 integrin act -19%, A-T KAP1 phos 6% and Tb PFK inh 1%.
For CSC(=Nc1ccc(Cl)cc1)N[n+]1ccccc1 the results were Eya2 inh -1%, TSHR antagonist 9, BCR signal inh 1%, TSG101-PTAP inh -2%, ELG1 repair inh inconclusive, Mito fusion yeast 0%, S-ASM inh 2%, TCR activator 1%[46.1 µM], a7 integrin act 4%, A-T KAP1 phos 2% and Tb PFK inh -10%.
COC(=O)c1ccccc1CC1SC(N)=NC1=O (configuration not stated) was read as Eya2 inh 6%, TSHR antagonist -1, BCR signal inh 1%, TSG101-PTAP inh -7%, ELG1 repair inh -5%, Mito fusion yeast -7%, S-ASM inh 2%, TCR activator 5%, a7 integrin act -35%, A-T KAP1 phos 4% and Tb PFK inh 0%.
For CCC(C(=O)NCc1ccccc1OC)n1nc(C)n2c(cc3occc32)c1=O (configuration not stated) the results were Eya2 inh 15%, TSHR antagonist 2, BCR signal inh inconclusive, TSG101-PTAP inh -7%, ELG1 repair inh -21%, Mito fusion yeast 0%, S-ASM inh 1%, TCR activator -8%, a7 integrin act -6% and Tb PFK inh -6%.
For CC(C)(C)NC(=O)CSCc1ccc(Br)cc1 the results were Eya2 inh -7%, TSHR antagonist 0, BCR signal inh 1%, TSG101-PTAP inh 0%, ELG1 repair inh 4%, Mito fusion yeast 1%, S-ASM inh -1%, TCR activator -5%, a7 integrin act -29%, A-T KAP1 phos 0% and Tb PFK inh 0%.
Cc1nc2ccc(Cl)cc2c(-c2ccccc2Cl)c1CC(=O)O was read as Eya2 inh -7%, TSHR antagonist -10, BCR signal inh -13%, TSG101-PTAP inh -1%, ELG1 repair inh -1%, Mito fusion yeast -1%, S-ASM inh 1%, TCR activator -1%, a7 integrin act 7%, A-T KAP1 phos 1% and Tb PFK inh 0%.
COCCC(=O)N1CCC(Oc2ccc(C(=O)NC3Cc4ccccc4C3)cc2)CC1 was read as Eya2 inh 7%, TSHR antagonist -10, BCR signal inh 11%, TSG101-PTAP inh -3%, ELG1 repair inh -26%, Mito fusion yeast 0%, S-ASM inh -3%, TCR activator -1%, a7 integrin act -25%, A-T KAP1 phos -3% and Tb PFK inh 1%.
`CNS(=O)(=O)c1cc(C(=O)NCc2ccco2)ccc1Cl` gave Eya2 inh 13%, TSHR antagonist 3, BCR signal inh inconclusive, TSG101-PTAP inh -3%, ELG1 repair inh 0%, Mito fusion yeast 2%, S-ASM inh 9%, TCR activator 13%, a7 integrin act -3%, A-T KAP1 phos -5% and Tb PFK inh 0%.
`COC(=O)c1sccc1NC(=O)C1CC2CCC1C2` (configuration not stated) gave Eya2 inh 12%, TSHR antagonist -31, BCR signal inh inconclusive, TSG101-PTAP inh -4%, ELG1 repair inh 28%, Mito fusion yeast 26%, S-ASM inh -1%, a7 integrin act -18%, A-T KAP1 phos -3% and Tb PFK inh -6%.
For N#CCCN(C(=O)CSc1n[nH]c(=O)[nH]c1=O)c1ccccc1 the results were Eya2 inh -1%, TSHR antagonist -7, BCR signal inh 9%, TSG101-PTAP inh 0%, ELG1 repair inh 1%, S-ASM inh 5%, TCR activator 1%, a7 integrin act -27%, A-T KAP1 phos 18% and Tb PFK inh -5%.
For Cc1cc(O)c(-c2n[nH]c3c2C(c2cccc(O)c2)N(Cc2cccnc2)C3=O)cc1Cl (configuration not stated) the results were Eya2 inh 6%, TSHR antagonist 2, BCR signal inh inconclusive, TSG101-PTAP inh -12%, ELG1 repair inh inconclusive, Mito fusion yeast -2%, S-ASM inh inconclusive, TCR activator 14%, a7 integrin act -19%, A-T KAP1 phos -7% and Tb PFK inh -5%.
CC(NC(=S)Nc1cccc(F)c1)C(c1cccs1)N1CCOCC1 (configuration not stated) was read as Eya2 inh -2%, TSHR antagonist 4, BCR signal inh 1%, TSG101-PTAP inh -6%, ELG1 repair inh 1%, Mito fusion yeast -1%, S-ASM inh -3%, TCR activator -5%, a7 integrin act -26%, A-T KAP1 phos -2% and Tb PFK inh 0%.
For COc1ccc(NS(=O)(=O)c2ccc(NN=Cc3ccc(C(=O)O)cc3)c([N+](=O)[O-])c2)cc1 the results were Eya2 inh 8%, TSHR antagonist inconclusive, BCR signal inh 0%, ELG1 repair inh inconclusive, A-T KAP1 phos 1% and Tb PFK inh -1%.
`Cc1ccc2oc(C(=O)N(Cc3ccc(N(C)C)cc3)C3CCS(=O)(=O)C3)c(C)c2c1` (configuration not stated) gave Eya2 inh -5%, TSHR antagonist -20, BCR signal inh -2%, TSG101-PTAP inh -1%, ELG1 repair inh -16%, Mito fusion yeast 20%, S-ASM inh -16%, TCR activator -2%, a7 integrin act -7%, A-T KAP1 phos 1% and Tb PFK inh -4%.
For O=C(COC(=O)c1cc(Cl)ccc1[N+](=O)[O-])NCc1ccc(Cl)cc1Cl the results were Eya2 inh -3%, TSHR antagonist 2, BCR signal inh -2%, TSG101-PTAP inh 1%, ELG1 repair inh 4%, Mito fusion yeast inconclusive, S-ASM inh -9%, TCR activator 1%[46.1 µM], a7 integrin act -4%, A-T KAP1 phos 6% and Tb PFK inh -9%.
`Cc1cccc(N(C)S(=O)(=O)c2ccc3c(c2)NC(=O)CC(=O)N3)c1` gave Eya2 inh 12%, TSHR antagonist -3, BCR signal inh 10%, TSG101-PTAP inh -4%, ELG1 repair inh 4%, Mito fusion yeast -6%, S-ASM inh 7%, TCR activator -2%, a7 integrin act inconclusive, A-T KAP1 phos -4% and Tb PFK inh -5%.
For COc1ccc(-c2csc(/C(C#N)=C(\O)CSc3nccn3C)n2)cc1OC the results were Eya2 inh 9%, TSHR antagonist 5, BCR signal inh 1%, TSG101-PTAP inh -1%, ELG1 repair inh 12%, Mito fusion yeast 11%, S-ASM inh -4%, TCR activator 0%, a7 integrin act -3%, A-T KAP1 phos 7% and Tb PFK inh -6%.
Screening O=C1c2cccc(OCC(=O)N3CCCc4ccccc43)c2CCN1Cc1ccc(F)cc1 returned Eya2 inh -5%, TSHR antagonist -1, BCR signal inh inconclusive, TSG101-PTAP inh 0%, ELG1 repair inh 23µM*, Mito fusion yeast inconclusive, S-ASM inh -3%, TCR activator -1%[46.1 µM], a7 integrin act -16%, A-T KAP1 phos 1% and Tb PFK inh -5%.
For OCCNc1nc(-c2ccccc2)c2ccccc2n1 the results were Eya2 inh -5%, TSHR antagonist -4, BCR signal inh inconclusive, TSG101-PTAP inh 0%, ELG1 repair inh -6%, Mito fusion yeast -1%, S-ASM inh 425%[activator], TCR activator 7%, a7 integrin act -15%, A-T KAP1 phos -1% and Tb PFK inh -9%.
